Screens (PubChem BioAssay)
TGFb inhibitor – inhibitors of TGF-b signaling | HepG2 CAGA-GFP TGF-b/SMAD3 reporter, GFP fluorescence, 18 h; TGF-beta stimulated, 500 pg/mL final | Potency, µM (top dose mostly 46.1 µM), for the others: at the top dose activity, negative = inhibition, most hits filed as inhibitors | hit rate 1.2% among 410,000 | AID 588855; further: on the % scale 0 is the no-effect control and ±100 the full control effect; nearly all actives have a fitted effect of over 65% in size
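HEPG2 CAGA-GFP, 1000 cells/well; 2 h settle, 37 C; cpd via pin tool; TGF-b 500 pg/mL final; 18 h, 37 C; GFP imaging ex488/em500-530; %Activity normalised to -TGF-b and +DMSO controls; CRC fit, curve class.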
Nrf2 inh – blocks Nrf2 signaling; hit rate 2.1% among 360,000; Potency, µM (top dose mostly 46 µM), inactives show top-dose activity change, negative = inhibition, most hits filed as inhibitors; A549 ARE-Fluc reporter, luciferase luminescence, 18-24 h; further: on the % scale 0 is the no-effect control and ±100 the full control effect; nearly all actives have a fitted effect of over 60% in size
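Nrf2 activity is the BugLite luminescence, read 15 min after reagent at room temperature, following CellTiter-Fluor cytotoxicity readout (30 min, 37C). Compound titrations were applied for 18-24 h to 5000 A549 ARE_Fluc cells/well in 5% FBS OPTI-MEM.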
Nrf2 activator – Nrf2 pathway activation; AREc32 ARE-luciferase reporter (MCF7-derived line), luminescence, 24 h; Potency, µM (highest dose often 46.1 µM), for inactives: at the top dose activation, hits mostly activators; hit rate 0.31% among 410,000; AID 624171; further: % of control where 0% means no effect; nearly all actives have a fitted effect of over 65% in size
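ARE-driven firefly luciferase activity in AREc32 cells measured after a 24 hr compound exposure at 37 deg C, using Steady-Glo reagent and a 30 min room-temperature hold.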
HepG2 viability – kills HepG2 cells in TGF-b inhibitor counter-screen. HepG2 CAGA-GFP viability, ATP luminescence, 18 h. AID 588856. Potency, µM (titrated, usually from 46.1 µM), for inactives: top-dose activity change, negative = cytotoxicity, hits mostly cytotoxic. hit rate 0.76% among 410,000; further: some results filed as inactive show a strong effect at the top dose
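HepG2 CAGA-GFP cells (1000/well, DMEM with 1% FBS) received compound, then TGF-beta at 500 pg/mL final, and were incubated 18 hours at 37 degrees C. Viability was read by CellTiter-Glo luminescence. Media-only wells were set as complete cell-killing and DMSO as no toxicity.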
EPAC2 antag – antagonists of human EPAC2; Q8WZA2; EPAC2 GEF exchange of Rap1B-BODIPY-GDP, fluorescence; Potency, µM (series often up to 114 µM), for the others: top-dose activity, negative = inhibition, usual class: inhibitors; hit rate 0.18% among 360,000; further: on the % scale 0 is the no-effect control and ±100 the full control effect; nearly all actives have a fitted effect of over 45% in size; many of its hits are not listed in these tables
Target sequence (Q8WZA2 whole entry, looked up): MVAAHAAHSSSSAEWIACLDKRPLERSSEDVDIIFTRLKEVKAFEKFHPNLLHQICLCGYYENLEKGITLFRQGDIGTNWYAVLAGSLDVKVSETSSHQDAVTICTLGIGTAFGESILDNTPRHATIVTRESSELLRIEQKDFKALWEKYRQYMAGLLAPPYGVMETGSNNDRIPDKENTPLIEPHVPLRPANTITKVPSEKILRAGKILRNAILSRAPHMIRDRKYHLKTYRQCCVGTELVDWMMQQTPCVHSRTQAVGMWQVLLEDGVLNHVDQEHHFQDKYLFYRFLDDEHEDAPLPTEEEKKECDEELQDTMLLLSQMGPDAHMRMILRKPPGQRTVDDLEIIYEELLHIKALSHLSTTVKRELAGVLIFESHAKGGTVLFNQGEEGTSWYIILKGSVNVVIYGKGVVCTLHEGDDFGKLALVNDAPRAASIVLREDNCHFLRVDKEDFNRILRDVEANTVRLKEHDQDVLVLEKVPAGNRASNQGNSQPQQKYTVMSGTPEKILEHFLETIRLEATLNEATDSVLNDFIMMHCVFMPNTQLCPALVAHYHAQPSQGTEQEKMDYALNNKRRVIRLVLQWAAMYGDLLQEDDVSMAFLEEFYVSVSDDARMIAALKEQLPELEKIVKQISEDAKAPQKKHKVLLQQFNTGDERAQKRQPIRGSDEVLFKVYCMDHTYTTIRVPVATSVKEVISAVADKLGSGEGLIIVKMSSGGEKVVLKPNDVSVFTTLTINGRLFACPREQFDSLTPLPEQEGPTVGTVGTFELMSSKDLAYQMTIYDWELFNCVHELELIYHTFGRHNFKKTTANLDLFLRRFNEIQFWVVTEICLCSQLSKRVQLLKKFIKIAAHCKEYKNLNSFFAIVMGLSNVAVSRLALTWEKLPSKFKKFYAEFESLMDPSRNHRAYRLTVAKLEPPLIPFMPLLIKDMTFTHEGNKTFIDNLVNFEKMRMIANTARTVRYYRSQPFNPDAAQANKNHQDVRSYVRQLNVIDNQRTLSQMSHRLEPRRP
A549 tox – counter-screen for Nrf2 inhibitors: cytotoxicity in A549 cells; A549 ARE-Fluc cells, CellTiter-Fluor viability, 18-24 h; Potency, µM (top dose mostly 46 µM), for inactives: at the top dose activity change, negative = cytotoxicity, usual class: inhibitors; hit rate 0.16% among 390,000; AID 504648; further: on the % scale 0 is the no-effect control and ±100 the full control effect
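A549 ARE-Fluc cells in 5% FBS OPTI-MEM, 5000 cells/well, rested 2 h then exposed to compounds in concentration-response for 18-24 h at 37 °C. Viability by CellTiter-Fluor fluorescence (Ex 405/Em 525) after 30 min; luciferase luminescence (BugLite, 15 min, RT) read afterwards.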
ATXN2 expr inh – inhibitors of ATXN2 expression. HEK-293 ATXN2-luciferase reporter, luminescence, 24 h. Potency, µM (highest dose often 57 µM), for the others: at the highest dose activity change, negative = inhibition, usual class: inhibitors. hit rate 0.72% among 360,000; further: on the % scale 0 is the no-effect control and ±100 the full control effect; nearly all actives have a fitted effect of over 55% in size
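ATXN2-luciferase reporter cells (luciferase flanked by upstream and downstream ATXN2 gene portions) were treated 24 h at 37 °C with compounds at up to 57 uM. SteadyGlo luminescence gave expression; GF-AFC fluorescence gave viability.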
S2 tox – reduces viability in counter-screen for ATXN expression inhibitors; S2 cells (HEK-293 line with an ATXN2-luciferase reporter) viability, CellTiter-Fluor protease fluorescence, 24 h; hit rate 0.49% among 400,000; Potency, µM (highest dose often 56.7 µM), actives largely listed as cytotoxic; further: nearly all actives have a fitted effect of over 40% in size
MCF10A rerep – DNA re-replication induction in MCF 10a cells | Potency, µM (doses to about 46.1 µM), for the others: at the highest dose activity, positive = re-replication, hits mostly activators | AID 624296 | MCF 10A DNA re-replication, Hoechst nuclear intensity, 48 h | hit rate 2.9% among 350,000; further: % of control where 0% means no effect; nearly all actives have a fitted effect of over 50% in size
Active calls of the source: *; & = joins results of further samples; [ ] = dose if it differs, or a comment. The call rests on the fitted dose curve; in most records, active means well fitted curve in the direction sought with a large enough effect; inconclusive means small, poorly fitted or top-dose-only effect, or another doubt; inactive means no such curve, though single readings can be large; an effect the other way counts as inactive or inconclusive. Potency means the concentration at half of the fitted maximal effect.

COc1ccc(S(N)(=O)=O)cc1C(=O)NCCCN1CCN(c2ccc(C)cc2)CC1 was read as TGFb inhibitor 14%, Nrf2 inh -2%, Nrf2 activator -0.9%, HepG2 viability 0%, EPAC2 antag 12%, A549 tox 3%, ATXN2 expr inh 3%, S2 tox inactive and MCF10A rerep 5%.
For Cc1cn2c(=O)c(C(=O)N3CCN(c4ccccc4)CC3)cnc2s1 the results were TGFb inhibitor inconclusive, Nrf2 inh 2%, Nrf2 activator 1.1%, HepG2 viability 1%, EPAC2 antag -30%, A549 tox 3%, ATXN2 expr inh 9%, S2 tox inactive and MCF10A rerep 2%.
COc1ccc2cc(CCNC(=O)c3cc4ccccc4o3)c(=O)[nH]c2c1 was read as TGFb inhibitor -11%, Nrf2 inh 10µM*, Nrf2 activator 0.0%, HepG2 viability -13%, EPAC2 antag 5%, A549 tox -11%, ATXN2 expr inh -15%, S2 tox inconclusive and MCF10A rerep 18%.
Screening CN(C(=O)c1ccc(NC(=O)Cc2ccccc2)cc1)c1ccccc1 returned TGFb inhibitor -3%, Nrf2 inh 6%, Nrf2 activator 0.0%, HepG2 viability -2%, EPAC2 antag -5%, A549 tox 7%, ATXN2 expr inh 10%, S2 tox inactive and MCF10A rerep -2%.
`CCn1c(=O)c2sccc2n2c(CCCC(=O)N3CCN(c4ccc(OC)cc4)CC3)nnc12` gave TGFb inhibitor -2%, Nrf2 inh 6%, Nrf2 activator -0.8%, HepG2 viability 3% and A549 tox -2%.
For CC(C)(O)C#Cc1ccc([C@@H]2C[C@H]3CN(c4ccccc4)C(=O)[C@]34CCCN24)s1 the results were TGFb inhibitor 2.2µM*, Nrf2 inh inconclusive, Nrf2 activator -0.8%, HepG2 viability -10%, EPAC2 antag 4%, A549 tox -8%, ATXN2 expr inh inconclusive, S2 tox inconclusive and MCF10A rerep inconclusive.
For O=C(O)C[C@H]1c2ccc(C(F)(F)F)cc2S(=O)(=O)N1C1CCCCC1 the results were TGFb inhibitor 3%&-2%, Nrf2 inh inconclusive, Nrf2 activator -1.1%, HepG2 viability -13%&-7%, EPAC2 antag -6%, A549 tox 0%, ATXN2 expr inh 2%, S2 tox inactive and MCF10A rerep 0%.
For CC(C)n1nnnc1SCC(=O)Nc1ccccc1F the results were TGFb inhibitor -3%, Nrf2 inh 4%, Nrf2 activator -0.9%, HepG2 viability 5%, EPAC2 antag 0%, A549 tox 0%, ATXN2 expr inh 12%, S2 tox inactive and MCF10A rerep -2%.
Screening O=C(Nc1cc2c(cc1[N+](=O)[O-])OCCO2)c1cccnc1 returned TGFb inhibitor -2%, Nrf2 inh inconclusive, Nrf2 activator 4.0%, HepG2 viability -30%, EPAC2 antag 13%, A549 tox 0%, ATXN2 expr inh 10%, S2 tox inactive and MCF10A rerep -1%.
`CCOC(=O)c1ccccc1NC(=O)COC(=O)C(Cc1c[nH]c2ccccc12)NC(C)=O` (configuration not stated) gave TGFb inhibitor -8%, Nrf2 inh -4%, Nrf2 activator 0.3%, HepG2 viability -10%, EPAC2 antag -10%, A549 tox 1%, ATXN2 expr inh -10%, S2 tox inactive and MCF10A rerep 0%.
For O=C(NC(=S)Nc1ccc2oc(=O)ccc2c1)c1cccc(F)c1 the results were TGFb inhibitor -5%, Nrf2 inh inconclusive, Nrf2 activator 12%, HepG2 viability -10%, EPAC2 antag 7%, A549 tox 3%, ATXN2 expr inh 9%, S2 tox inactive and MCF10A rerep 2%.
Screening CCCCCC(=O)Nc1cccc(C2=NOC3(C2)C[C@H](C(N)=O)N(C(=O)[C@H]2CCC(=O)N2)C3)c1 (some centres not stated) returned TGFb inhibitor 37%[activator], Nrf2 inh -3%, Nrf2 activator 0.5%, HepG2 viability -19%, EPAC2 antag 8%, A549 tox -1%, ATXN2 expr inh 1%, S2 tox inactive and MCF10A rerep -10%.
For Cc1nnc(N2CCC(C(=O)NCCc3ccccc3Cl)CC2)c2nn(-c3ccccc3)c(C)c12 the results were TGFb inhibitor inconclusive, Nrf2 inh 20%, Nrf2 activator 3.6%, HepG2 viability -54%, A549 tox -9%, ATXN2 expr inh -36% and S2 tox inconclusive.
NNc1nc2c(F)cc(F)cc2s1 was read as TGFb inhibitor -10%, Nrf2 inh 22%, Nrf2 activator 23%, HepG2 viability -30%, EPAC2 antag -1%, A549 tox -8%, ATXN2 expr inh 36%, S2 tox inactive and MCF10A rerep inconclusive.
`CCCC[C@H]1CCCO[C@@](C(=O)NCCN2CCOCC2)(C(F)(F)F)C1` gave TGFb inhibitor -23%, Nrf2 inh 0%, HepG2 viability -6% and A549 tox 20%.

The list goes on, overlapping the part above by 2 compounds.
NNc1nc2c(F)cc(F)cc2s1 was read as TGFb inhibitor -10%, Nrf2 inh 22%, Nrf2 activator 23%, HepG2 viability -30%, EPAC2 antag -1%, A549 tox -8%, ATXN2 expr inh 36%, S2 tox inactive and MCF10A rerep inconclusive.
`CCCC[C@H]1CCCO[C@@](C(=O)NCCN2CCOCC2)(C(F)(F)F)C1` gave TGFb inhibitor -23%, Nrf2 inh 0%, HepG2 viability -6% and A549 tox 20%.
`Fc1ccc2[nH]c3c(NCc4ccccc4)ncnc3c2c1` gave TGFb inhibitor inconclusive, Nrf2 inh 18µM*, Nrf2 activator 6.3%, HepG2 viability -32%, EPAC2 antag -3%, A549 tox -14%, ATXN2 expr inh inconclusive, S2 tox inactive and MCF10A rerep inconclusive.
O=C(Cn1cnc2c(nnn2Cc2ccc(F)cc2)c1=O)Nc1ccccc1 was read as TGFb inhibitor 21%, Nrf2 inh -5%, Nrf2 activator -0.4%, HepG2 viability 6%, EPAC2 antag -2%, A549 tox -3%, ATXN2 expr inh -7%, S2 tox inconclusive and MCF10A rerep 1%.
Screening COc1cccc(CNC(=O)CCC2CCCN(C(=O)c3ccccc3N(C)C)C2)c1 (configuration not stated) returned TGFb inhibitor 0%, Nrf2 inh -15%, Nrf2 activator 0.4%, HepG2 viability -14%, EPAC2 antag 18%, A549 tox -1%, ATXN2 expr inh 8%, S2 tox inactive and MCF10A rerep 3%.
COc1cc(C(=O)NNC(=O)c2ccccc2OCc2c(C)noc2C)cc(OC)c1OC was read as TGFb inhibitor 0%, Nrf2 inh -22%, Nrf2 activator 3.3%, HepG2 viability -15%, EPAC2 antag -7%, A549 tox 3% and MCF10A rerep 1%.
O=S1(=O)[C@H]2C[C@@H]3CC[C@]2(CN1Cc1cccc(F)c1)O3 was read as TGFb inhibitor -5%, Nrf2 inh -11%, Nrf2 activator -0.3%, HepG2 viability -9%, EPAC2 antag 2%, A549 tox 4%, ATXN2 expr inh 2%, S2 tox inactive and MCF10A rerep -6%.
Cc1nn(C)c(C)c1CN(C)C(=O)c1cc2n(n1)C(C(F)(F)F)CC(c1cccs1)N2 (configuration not stated) was read as TGFb inhibitor 0%, Nrf2 inh 13µM*, Nrf2 activator 0.2%, HepG2 viability 9%, EPAC2 antag -4%, A549 tox -2%, ATXN2 expr inh -1%, S2 tox inactive and MCF10A rerep 15%.
CCOc1ccc(C(=O)NCCS(=O)(=O)N2CCN(c3ccccc3F)CC2)cc1OCC was read as TGFb inhibitor 3%, Nrf2 activator 0.2%, HepG2 viability -12% and A549 tox 7%.
For Cc1ccc(NC(=O)COC(=O)c2ccccc2-c2nc3ccccc3s2)c(C)c1 the results were TGFb inhibitor -1%, Nrf2 inh 11%, Nrf2 activator -0.4%, HepG2 viability -1%, EPAC2 antag inconclusive, A549 tox -3%, ATXN2 expr inh 5%, S2 tox inactive and MCF10A rerep inconclusive.
`COc1ccc(OC)c(N(CC(=O)N2CCC(C)CC2)S(=O)(=O)c2ccc(OC)c(OC)c2)c1` gave TGFb inhibitor 0%, Nrf2 inh 4%, Nrf2 activator -0.5%, HepG2 viability -9%, EPAC2 antag -2%, A549 tox -12%, ATXN2 expr inh -4%, S2 tox inactive and MCF10A rerep 0%.
Screening Cc1cccc2nc(-c3ccccc3)nc(N[C@@H](CO)c3ccccc3)c12 returned TGFb inhibitor inconclusive, Nrf2 inh 8%, Nrf2 activator 0.4%, HepG2 viability -11%, EPAC2 antag 11%, A549 tox -1%, ATXN2 expr inh -14%, S2 tox inactive and MCF10A rerep inconclusive.
Screening CN1CCN(C(=O)C2=C[C@H](c3ccc(C(F)(F)F)cc3)C[C@H](OCc3ccc(CO)cc3)O2)CC1 returned TGFb inhibitor -10%, Nrf2 inh 7%, Nrf2 activator 4.5%, HepG2 viability -16%, EPAC2 antag -8%, A549 tox -2%, ATXN2 expr inh -19%, S2 tox inactive and MCF10A rerep 6%.
Screening O=C(NNC(=O)c1sc2cccc(Cl)c2c1Cl)NC1CCCCC1 returned TGFb inhibitor 17%, Nrf2 inh 9.2µM*, Nrf2 activator -0.6%, HepG2 viability -27%, EPAC2 antag -14%, A549 tox -12%, ATXN2 expr inh -1%, S2 tox inactive and MCF10A rerep 22%.
Screening Cc1ccc(NC(=O)c2ccc3c(c2)OCCO3)cc1S(=O)(=O)Nc1cccc(Cl)c1 returned TGFb inhibitor inconclusive, Nrf2 inh inconclusive, Nrf2 activator -0.5%, HepG2 viability 17%, EPAC2 antag -6%, A549 tox -18%, ATXN2 expr inh 3%, S2 tox inconclusive and MCF10A rerep inconclusive.
`Cc1ccccc1Cn1c2ccccc2c2cnn(CC(=O)NC3CCC(C)CC3)c(=O)c21` (configuration not stated) gave TGFb inhibitor -31%, Nrf2 inh 4%, Nrf2 activator -0.5%, HepG2 viability -43%, A549 tox 2%, ATXN2 expr inh 2% and S2 tox inactive.
Screening CC(C)c1ccc(OCC(=O)Nc2cccc(C(=O)Nc3ccccc3C(=O)O)c2)cc1 returned TGFb inhibitor -9%, Nrf2 inh 2%, Nrf2 activator -0.3%, HepG2 viability -6%, EPAC2 antag -28%, A549 tox -7%, ATXN2 expr inh 3%, S2 tox inactive and MCF10A rerep inconclusive.
For CCOC(=O)c1c(C)n(C)c2ccc(OCC(O)CNC(CC)CO)cc12 (configuration not stated) the results were TGFb inhibitor -10%, Nrf2 activator 3.5%, HepG2 viability 0%, EPAC2 antag -1%, A549 tox -11%, ATXN2 expr inh -9%, S2 tox inconclusive and MCF10A rerep -1%.

Some of the compounds tested; count on the stated rates, not on these rows.
